High-throughput results (PubChem)
PAFAH2 FP inh = PAFAH2 (human) inhibition; Q99487; recombinant PAFAH2, FP-rhodamine activity probe, fluorescence polarization; inhibition, % at 3.39 µM; 340,000 compounds, 0.99% hits;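 active = inhibition above the mean over all tested compounds plus 3 SD, cut at about 30% in these data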;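 also: inhibitors block probe labeling of enzyme so polarization drops; 0% = enzyme with DMSO and 100% = wells lacking PAFAH2 protein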
LYPLA2 counter = counter-screen for PME1 inhibitors: inhibitors of human LYPLA2; O95372; recombinant LYPLA2, FP-Rh probe fluorescence polarization; inhibition, % at 5.9 µM; 320,000 compounds, 0.38% hits;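 active = inhibition above the screen-wide mean plus 3 SD, limit set per campaign, cut at about 26% in these data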;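 also: 0% = LYPLA2 with DMSO and 100% = wells lacking LYPLA2 enzyme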
PAFAH1B3 inh = inhibitors of human PAFAH1B3. Q15102. recombinant PAFAH1B3, FP-rhodamine probe, fluorescence polarization. inhibition, % at 3.39 µM. 340,000 compounds, 0.28% hits. AID 492972;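 active = inhibition above the screen-wide average of all tested compounds plus 3 SD, cut at about 25% in these data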;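 also: 0% = enzyme with DMSO only and 100% = wells lacking PAFAH1B3 protein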
Target sequence (Q15102 whole entry, looked up): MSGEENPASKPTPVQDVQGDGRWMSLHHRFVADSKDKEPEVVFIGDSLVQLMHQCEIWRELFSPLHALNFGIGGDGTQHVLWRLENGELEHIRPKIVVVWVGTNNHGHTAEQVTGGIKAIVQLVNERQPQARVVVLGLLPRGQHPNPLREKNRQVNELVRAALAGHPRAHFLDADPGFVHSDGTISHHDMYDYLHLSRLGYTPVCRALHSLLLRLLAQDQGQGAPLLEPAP
PAFAH1B2 FP inh = PAFAH1B2 (human) inhibition; P68402; recombinant PAFAH1B2, FP-rhodamine activity probe, fluorescence polarization; inhibition, % at 3.39 µM; 340,000 compounds, 1.2% hits; AID 492953;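 active = inhibition above the mean of all tested compounds plus 3 SD, cut at about 24% in these data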;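 also: 0% = enzyme with DMSO and 100% = wells lacking PAFAH1B2; many of its hits are not listed in these tables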
LYPLA1 inh = LYPLA1 (human) inhibition in PME1 counter-screen; 320,000 compounds, 0.16% hits; inhibition, % at 5.9 µM; O75608; recombinant LYPLA1, FP-Rh probe fluorescence polarization;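 active = inhibition above the mean of all tested compounds plus 3 SD, set per campaign, cut at about 14% in these data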;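 also: inhibitors block serine hydrolase probe labeling of LYPLA1 so polarization falls; 0% = enzyme with DMSO and 100% = wells lacking LYPLA1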
Target sequence (O75608 whole entry, looked up): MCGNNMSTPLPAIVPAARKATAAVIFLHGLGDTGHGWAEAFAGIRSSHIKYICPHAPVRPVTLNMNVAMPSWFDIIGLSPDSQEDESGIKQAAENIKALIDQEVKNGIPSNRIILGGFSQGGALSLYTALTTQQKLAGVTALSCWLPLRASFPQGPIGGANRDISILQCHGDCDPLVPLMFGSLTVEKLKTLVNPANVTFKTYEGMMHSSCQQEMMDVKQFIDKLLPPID
pPAFAH inh = inhibitors of human plasma PAF acetylhydrolase (pPAFAH); Q13093; inhibition, % at 3.39 µM; AID 463082; 330,000 compounds, 1.5% hits; recombinant pPAFAH, FP-rhodamine probe fluorescence polarization;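 active = inhibition above the mean inhibition across the screen plus 3 SD, cut at about 25% in these data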;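 also: inhibitors block binding of the rhodamine activity-based probe so polarization drops; 0% = enzyme with DMSO and 100% = wells lacking pPAFAH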
Target sequence (Q13093 whole entry, looked up): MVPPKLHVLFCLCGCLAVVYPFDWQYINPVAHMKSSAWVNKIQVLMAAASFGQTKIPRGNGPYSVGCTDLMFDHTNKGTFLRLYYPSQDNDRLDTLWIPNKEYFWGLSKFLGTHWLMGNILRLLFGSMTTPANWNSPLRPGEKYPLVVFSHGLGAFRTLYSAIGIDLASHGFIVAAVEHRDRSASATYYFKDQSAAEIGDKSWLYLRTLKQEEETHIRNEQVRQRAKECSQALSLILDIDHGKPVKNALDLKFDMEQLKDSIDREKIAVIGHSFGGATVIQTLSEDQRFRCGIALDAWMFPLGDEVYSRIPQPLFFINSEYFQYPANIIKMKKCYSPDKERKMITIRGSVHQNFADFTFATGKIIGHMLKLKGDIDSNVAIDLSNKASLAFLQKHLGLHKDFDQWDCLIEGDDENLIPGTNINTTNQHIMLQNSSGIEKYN
PAD4 inh = PAD4 (human) enzyme inhibition | Q9UM07 | recombinant PAD4, RCA probe fluorescence polarization | inhibition, % at 6.36 µM | 330,000 compounds, 0.41% hits | AID 485272;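 active = percent inhibition above a cutoff equal to the mean of all tested compounds plus 3 SD, cut at about 15% in these data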;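 also: 0% = PAD4 with RCA probe and DMSO and 100% = probe without PAD4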
PREPL inhibitor = inhibitors of human prolyl oligopeptidase-like enzyme PREPL. Q4J6C6. 320,000 compounds, 0.68% hits. inhibition, % at 5.96 µM. recombinant PREPL, fluorescence polarization activity-based probe; in the data active = inhibition above about 43%;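 also: 0% = enzyme with DMSO and 100% = wells lacking enzyme; many of its hits are not listed in these tables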
GSTO1 counter = blocks human GSTO1 in RBBP9 counter-screen | P78417 | recombinant GSTO1, activity-based probe fluorescence polarization | inhibition, % at 5.96 µM | 300,000 compounds, 1.1% hits | AID 1974;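 active = inhibition above the campaign mean inhibition plus 3 SD, cut at about 35% in these data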;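 also: 0% = GSTO1-1 with DMSO and 100% = wells lacking GSTO1-1 enzyme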
Numbers without * were called inactive; . = no result given. Some of the compounds tested; count on the stated rates, not on these rows.

SMILES | PAFAH2 FP inh | LYPLA2 counter | PAFAH1B3 inh | PAFAH1B2 FP inh | LYPLA1 inh | pPAFAH inh | PAD4 inh | PREPL inhibitor | GSTO1 counter
CC(Sc1nnc(-c2ccco2)n1-c1ccccc1)C(=O)NCC1CCCO1 (stereo unspecified) | -4 | 3 | 1 | 5 | 3 | 4 | 4 | 6 | .
CC(CCc1ccccc1)NC(=O)/C=C/c1ccc(Cl)cc1 (stereo unspecified) | 1 | -5 | 1 | 5 | -9 | 3 | -13 | -12 | 3
CC(=O)c1c(C)[nH]c(C(=O)COC(=O)CNS(=O)(=O)c2ccccc2)c1C | 5 | 2 | 9 | 3 | 0 | 18 | -2 | 11 | 10
CCN(CC)S(=O)(=O)c1ccc(S(=O)(=O)N2CCC(C(=O)NC3CCN(Cc4ccccc4)CC3)CC2)cc1 | 1 | 4 | 12 | 8 | 1 | 6 | -3 | 1 | 3
COC(=O)c1ccc(C(=O)OC)c(NC(=O)CSc2n[nH]c(N)n2)c1 | -1 | . | 0 | -1 | . | 3 | 0 | -7 | .
O=C(c1cccnc1)n1nc(NCc2ccccc2)nc1NCc1ccccc1 | 14 | 1 | -1 | 2 | -2 | 2 | -1 | 12 | -3
Cc1c(Cl)cccc1NC(=S)NCc1ccccc1 | 1 | 7 | 9 | 0 | -1 | 3 | 3 | -7 | 5
CC(NCCO)C(=O)C12CC3CC(CC(C3)C1)C2 (stereo unspecified) | 10 | 2 | -10 | 4 | 4 | 2 | -1 | -13 | 0
C=CCNC(=S)NNC(=O)c1cccn(Cc2cccc(Cl)c2)c1=O | 5 | 4 | 9 | 5 | 0 | 5 | -2 | 7 | 2
Cc1cc(NC(=O)CN2CCN(S(=O)(=O)c3ccc(Cl)cc3)CC2)no1 | -2 | -8 | 3 | 18 | -1 | -7 | -6 | -1 | 2
CCOC(=O)c1[nH]c(C)c(C(=O)Nc2ccccc2C)c1C | 3 | 1 | 10 | 8 | 2 | 1 | -1 | 1 | 5
CCCn1c(=S)[nH]c2cc(C(=O)N3CCN(C(=O)OCC)CC3)ccc2c1=O | 1 | 6 | 6 | -8 | 2 | 2 | 6 | 15 | 6
Cc1cc(C(=O)N/N=C/c2ccc(-c3cccc(Cl)c3Cl)o2)n[nH]1 | -8 | -12 | -14 | -5 | -7 | 1 | 1 | 5 | -8
COc1ccc(NC(=S)NCc2ccc(F)cc2)c(OC)c1 | 5 | 4 | 4 | 5 | 1 | 1 | -4 | -4 | -2
Cc1cc(C)c(S(=O)(=O)Nc2ccc(C(N)=O)cc2)c(C)c1 | 2 | -7 | 4 | 5 | 1 | 0 | -6 | -1 | -4
CC(C)CC(=O)Nc1ccc(C(=O)CN2CCC(C)CC2)cc1 | -6 | 0 | 1 | 10 | -1 | 3 | -4 | -2 | -1
COc1ccc(CN(C(=O)c2nsc(Cl)c2Cl)C(C(=O)NC2CCCCC2)c2ccc(OC)cc2)cc1 (stereo unspecified) | 3 | 2 | 8 | 3 | -3 | 1 | -1 | 8 | -2
Cc1ccc(C(=O)NCCCNc2ccccc2[N+](=O)[O-])cc1 | -5 | 0 | 6 | 5 | -3 | 0 | -4 | 11 | 11
COc1ccccc1C(=O)Nc1ccc2c(c1)nc1n2CCN(C2CCCCC2)C1 | -1 | -8 | 1 | -1 | -4 | 15 | -2 | 7 | -2
COc1cc2cc(C(c3nnnn3C3CCCC3)N(C)C3CCCCC3)c(=O)[nH]c2cc1OC (stereo unspecified) | -1 | 7 | 5 | -1 | 2 | 2 | -1 | -1 | 3
CCC1(C)Cc2c(sc3[nH]c(=O)[nH]c(=O)c23)CS1 (stereo unspecified) | 6 | -1 | 8 | 12 | -1 | 9 | 3 | -7 | 1
CCc1ccc2c(c1)C1(SC(NC(C)=O)=NN1C(C)=O)C(=O)N2C(C)C (stereo unspecified) | 12 | 3 | 9 | 3 | 2 | -3 | -4 | 5 | -5
Cc1cccc(NC(=O)CSCC(=O)N=c2sccn2C)c1 | 2 | -1 | -2 | 1 | -2 | 1 | -1 | 0 | 3
O=C(Nc1cccc(Cl)c1)C1C2CCC3C(CCC21)C3(Cl)Cl (stereo unspecified) | -40 | -31 | -10 | 5 | -12 | -5 | -6 | -2 | -6
Cc1noc(C)c1C(=O)OCC(=O)N(C)C1CCS(=O)(=O)C1 (stereo unspecified) | 3 | -1 | 6 | 1 | 1 | 3 | -2 | 8 | 26
O=C(NCC(=O)N(Cc1ccc(F)cc1)C(C(=O)NC1CCCC1)c1ccco1)c1ccco1 (stereo unspecified) | 0 | 2 | 4 | 5 | 0 | 3 | -5 | 4 | 1
COc1ccc(NC(=O)C(c2ccc(C)cc2)N(C)C(=O)c2cnccn2)cc1 (stereo unspecified) | -4 | -4 | -1 | 2 | -3 | -4 | 2 | 2 | 13
Cc1cc(C)nc(NS(=O)(=O)c2ccc(NC(=O)Cc3ccccc3F)cc2)n1 | -3 | 0 | -1 | 5 | 3 | 1 | 1 | -1 | -4
CN(CCCCN1CCOCC1)Cc1nc(-c2ccc3c(c2)OCO3)no1 | 6 | 2 | 1 | 0 | 0 | 6 | 2 | 14 | 3
O=C(COC(=O)c1cc([N+](=O)[O-])ccc1Cl)NCCc1ccccc1 | -1 | 9 | 8 | 2 | 2 | 5 | 4 | 9 | .
Cc1ccc(NC(=O)COC(=O)C2CSC3(C)CCC(=O)N23)c(C)c1 (stereo unspecified) | -6 | -6 | 4 | 5 | -3 | -3 | 7 | 15 | .
Cc1ccc(S(=O)(=O)N2CCOCC2)cc1C(=O)OCc1nnc(-c2ccccc2)o1 | 2 | 4 | -1 | 4 | -2 | 2 | 1 | 4 | -2
O=C(c1cccc(C(=O)N2CCN(c3ncccn3)CC2)c1)N1CCN(c2ncccn2)CC1 | 1 | 0 | -1 | -7 | -1 | 4 | 2 | 20 | -2
CCOC(OCC)c1cn(Cc2ccc3c(c2)C(=O)c2ccccc2C3=O)nn1 | . | 3 | . | . | -1 | 10 | 6 | 34 | 13
Cc1ccc(N(C(=O)c2ccc(Br)o2)C2C=CS(=O)(=O)C2)cc1 (stereo unspecified) | 5 | 1 | 7 | -1 | -3 | 0 | 3 | 16 | -3
CCOc1cc(/C=N/NC(=O)C(=O)NC)cc(Br)c1O | 2 | -2 | 11 | 6 | 2 | -5 | -9 | 3 | -4
CC(C)(C)C(=O)Nc1ccc(Cc2ccncc2)cc1 | 1 | 4 | 5 | 2 | 2 | 11 | -5 | -6 | 35
Cc1ccccc1-n1nc(C(=O)O)c(C)c(C#N)c1=O | -1 | 5 | 0 | 4 | 2 | 0 | 1 | 0 | 0
O=S(=O)(Nc1cccc(S(=O)(=O)N2CCCCCC2)c1)c1ccc(F)cc1F | 12 | . | 10 | 22 | . | 0 | 0 | 5 | .
CC(=O)c1cc(-c2ccccc2)n(CC(=O)N2CCN(C3CCCC3)CC2)c1C | -3 | 0 | 0 | -2 | 1 | -2 | -3 | 10 | -3
CCN(Cc1ccccc1)C(=O)COc1cc(=O)n(CC)c2ccccc12 | 4 | 0 | 2 | 7 | -1 | 6 | 0 | -12 | 5
CCOc1cc(/C=C2/C(=O)ON=C2C)ccc1OCc1ccccc1 | . | 1 | . | . | -1 | 4 | -4 | 2 | -2
O=c1[nH]cnc2c1N1CCC2CC1 | -3 | -2 | 4 | -1 | -1 | 1 | -3 | 19 | 9
CC1CN(C(=S)SCCN2Cc3ccccc3C2=O)CC(C)O1 (stereo unspecified) | -2 | -6 | -2 | -1 | -1 | -6 | -3 | 6 | -3
Cc1cc(C)nc(NNC(=O)NC2CCCCC2)n1 | 1 | 1 | 9 | 4 | -2 | 14 | 4 | 1 | 4
COc1ccccc1CNC(=O)COC(=O)Cc1ccc(F)cc1 | -1 | -3 | 5 | 1 | 2 | 15 | 8 | 15 | -3
CC(C)Cc1nnc(NC(=O)CCC(=O)NC2CCCCCC2)s1 | -1 | -2 | 2 | 2 | -1 | 8 | -3 | 5 | 2
CCOC(=O)Cn1c(C)nc2c(C(=O)OCC)sc(C)c2c1=O | -3 | 1 | 1 | -3 | 0 | 8 | -4 | 1 | -1
CCOC(=O)c1sc(NC(=S)NC(=O)c2cccc(OC)c2)nc1C | 4 | 4 | 0 | -1 | 0 | 0 | -6 | 11 | 3
CCOC(=O)C[C@H]1c2cc(F)ccc2S(=O)(=O)N1c1cccc(OC)c1 | -1 | 3 | 2 | -1 | 0 | 3 | -5 | 5 | -2
Cc1ccc2c(c1)C1C=CCC1C(C(=O)O)N2 (stereo unspecified) | . | 5 | . | . | -8 | 61* | 7 | 22 | 54*
O=C(c1ccc(CS(=O)Cc2ccc(Cl)cc2)o1)N1CCN(c2ccccn2)CC1 (stereo unspecified) | 3 | 4 | 9 | 5 | 4 | 16 | 1 | 9 | -1
CCc1ccc(CCC(=O)Nc2sc3c(c2C#N)CCCC3)o1 | 5 | -3 | 8 | 2 | -4 | 11 | -3 | 16 | 3
O=C(CN1CCN(Cc2ccc3c(c2)OCO3)CC1)NCC(F)(F)F | -6 | 1 | 9 | -2 | 3 | 0 | 0 | 1 | 7
CC(C)CC(=O)CN1C(=O)C2(OCCO2)c2ccccc21 | 8 | 1 | 11 | 0 | 2 | 6 | 2 | 9 | -7
COC(=O)CNC(=O)C1CCCN1C(=O)CNC(=O)OC(C)(C)C (stereo unspecified) | 10 | -5 | 1 | 6 | -1 | 6 | 0 | -2 | -1
CCC(=O)Nc1nc2ccccc2n1Cc1ccccc1 | -9 | 4 | 0 | 0 | -3 | 2 | 2 | -4 | 3
COc1cc(NC(=O)COC(=O)c2ccc(S(=O)(=O)N3CC(C)CC(C)C3)cc2)c(C)cc1[N+](=O)[O-] (stereo unspecified) | 1 | 4 | 0 | -1 | -2 | 10 | -3 | 11 | 1
CCCSc1nc2cc(S(=O)(=O)N3CCOCC3)ccc2n1CC | 2 | 6 | 8 | -3 | -1 | 2 | 0 | 7 | -1
COCCOc1ccc(C(F)(F)F)cc1NC(=O)CN1C(=O)NC(C)(c2ccc3c(c2)OCO3)C1=O (stereo unspecified) | 11 | -4 | 4 | 2 | -3 | -3 | 3 | -22 | -12
New compounds follow.
SMILES | PAFAH2 FP inh | LYPLA2 counter | PAFAH1B3 inh | PAFAH1B2 FP inh | LYPLA1 inh | pPAFAH inh | PAD4 inh | PREPL inhibitor | GSTO1 counter
Cc1nn(CC2CC2)c(=O)n1-c1cccc(Cl)c1 | 11 | -8 | 3 | 2 | 2 | -3 | -3 | 16 | -3
COc1ccc(N2CSC3=C(C#N)C(c4cccs4)CC(=O)N3C2)cc1 (stereo unspecified) | 0 | 4 | 3 | 5 | 2 | 19 | -4 | 11 | 10
O=C(CSc1nc2ccccc2[nH]1)Nc1ccc2c(c1)OCCO2 | -7 | 4 | 9 | 7 | 2 | -7 | -7 | -7 | -6
Cc1nc(-c2ccccc2)sc1C1(C)CC(c2cccc(F)c2)=NO1 (stereo unspecified) | 0 | 1 | 2 | 3 | 2 | 4 | -3 | -18 | 0
Cc1cc(NC(=O)CN2C(=O)NC(Cc3ccccc3)C2=O)no1 (stereo unspecified) | -8 | -1 | 3 | 4 | -5 | -4 | -1 | 8 | -7
COc1ccc(C2C3=C(CC(C)(C)CC3=O)N(C)C3=C2C(=O)CC(C)(C)C3)cc1OC | -2 | -5 | 3 | 2 | -2 | -1 | 0 | 4 | 7
O=C(CN1C(=O)CSc2ncccc21)N1CCOCC1 | 2 | 0 | 0 | -1 | -2 | -10 | 0 | 11 | 2
